High-throughput results as filed in PubChem.
NCI-60 one-dose screen, 48 h, at 10 µM unless noted. Numbers give growth in % (100 = growth as untreated, 0 = no growth, -100 = all killed).
SF-295: SF-295 CNS cancer cells; 79,000 compounds, 5.6% hits
SNB-19: SNB-19 CNS cancer cells; 81,000 compounds, 2.5% hits
PC-3: PC-3 prostate cancer cells; 80,000 compounds, 3.9% hits
OVCAR-8: OVCAR-8 ovarian cancer. 81,000 compounds, 4.4% hits
DU-145: DU-145 prostate cancer; 81,000 compounds, 4.2% hits
OVCAR-3: OVCAR-3 ovarian cancer; 79,000 compounds, 7% hits
U251: U251 CNS tumor cells | 80,000 compounds, 5.4% hits
SF-268: SF-268 CNS cancer cells; 82,000 compounds, 3.1% hits
SF-539: SF-539 CNS cancer | AID 1794752 | 81,000 compounds, 6.8% hits
Starred values were filed as active, the others as inactive; . = not tested or not shown. How the source made its calls: active means growth percent below 10; inactive means the rest.

Sequence of screens – SF-295 | SNB-19 | PC-3 | OVCAR-8 | DU-145 | OVCAR-3 | U251 | SF-268 | SF-539
#1 COC(=O)[C@]1(C)CCC[C@]2(C)[C@H]3C[C@H]4[C@H]5[C@@H]6C/C(=C\c7cccc(OC)c7OC)C(=O)[C@H]5[C@@]3(CC[C@H]21)C[C@@]4(C(C)C)O6
 : 94 | 89 | 43 | 76 | 88 | 75 | 73 | 73 | 82
#2 C=CCNC(=S)N/C=C(/C(=O)c1ccccc1)c1ccccc1
 : 110 | 106 | 100 | 117 | 109 | 112 | 97 | 98 | 101
#3 CCOC(=O)CCCN1C/C(=C\c2ccccc2)C(=O)c2ccccc21
 : 95 | 88 | 94 | 93 | 110 | 102 | 96 | 98 | 107
#4 COc1cc(OC)cc(-c2cncn2-c2ccc(-c3nc4cc(OC)c(OC)c(OC)c4s3)cc2)c1
 : 22 | 68 | 25 | 65 | 92 | 46 | 41 | 76 | 88
#5 Nc1cc(S(=O)(=O)O)c(O)c2c1C(=O)c1c(O)c(S(=O)(=O)O)cc(N)c1C2=O
 : 100 | 100 | 88 | 92 | 115 | 111 | 100 | 105 | 102
#6 CC1(C)CC(=O)C(c2ccccc2)(c2ccccc2)C(=O)C1
 : 107 | 108 | 89 | 107 | 109 | 106 | 106 | 101 | 104
#7 CC1CCc2c(sc3nc(SCC(=O)c4ccccc4)n(-c4ccccc4)c(=O)c23)C1 (configuration not stated)
 : 100 | 94 | 102 | 101 | 110 | 117 | 98 | 106 | 93
#8 C=C(C)[C@@H]1CC[C@]2(C(=O)n3ccnc3)CC[C@]3(C)[C@H](CC[C@@H]4[C@@](C)(CCC(=O)O)[C@H](C(=C)C)CC[C@]43C)[C@@H]12
 : 84 | 88 | 79 | 94 | 104 | 98 | 85 | 93 | 87
#9 N#Cc1ccc(NS(=O)(=O)c2ccc(-c3cnc(C4CC4)o3)cc2)cc1
 : 92 | 90 | 90 | 90 | 104 | 107 | 91 | 96 | 96
#10 COc1ccc(-c2nnc(COc3ccc(NS(=O)(=O)c4ccc(OC)cc4)cc3F)o2)cc1
 : 68 | 84 | 56 | 83 | 81 | 77 | 82 | 85 | 80
#11 O=C(O)c1ccc(-n2c(=O)n(-c3cccc(C(F)(F)F)c3)c(=O)c3cc(-c4ccc(F)cc4F)ccc32)cc1
 : -13* | 13 | 3.4* | 14 | 26 | . | 11 | 22 | 18
#12 N#CCC1CCCC1
 : 91 | 99 | 88 | 99 | 127 | 121 | 97 | 114 | 111
#13 COc1ccc(C2C(C#N)(C#N)C2(C#N)C#N)cc1
 : 103 | 96 | 98 | 100 | 101 | 105 | 93 | 94 | 89
#14 CCCCCCOC(=O)c1ccccn1
 : 111 | 106 | 104 | 115 | 128 | 125 | 111 | 116 | 116
#15 COC(Cc1ccccc1)OC
 : 91 | 95 | 99 | 98 | 116 | 117 | 103 | 106 | 96
#16 CN1CCN(Cc2cc(NC(=O)c3cccc(C#Cc4cccc5[nH]nc(N)c45)c3)cc(C(F)(F)F)c2)CC1
 : 26 | 52 | 27 | 41 | 34 | 64 | 22 | 40 | -56*
#17 COc1cc([N+](=O)[O-])ccc1O
 : 101 | 103 | 96 | 100 | 108 | 113 | 95 | 102 | 96
#18 O=C1Nc2ccc(C(=O)O)c(O)c2C1=O
 : 108 | 107 | 96 | 107 | 111 | 113 | 106 | 104 | 94
#19 CCCCc1nc(/C=N/Nc2nc(Nc3ccccc3)nc(Nc3ccc(S(N)(=O)=O)cc3)n2)c(Cl)[nH]1
 : 102 | 31 | 83 | 90 | 85 | 46 | -1.8* | 66 | 81
#20 COc1cccc2c1OC1(C=C2)Oc2c(cccc2OC)C=C1C (configuration not stated)
 : 98 | 102 | 86 | 86 | 97 | . | 103 | 90 | 91
#21 CNC1=C([N+](=O)[O-])C(c2cc3ccc(Cl)cc3nc2Cl)C(C#N)=C(c2cccs2)O1 (configuration not stated)
 : 94 | 95 | 88 | 89 | 100 | 102 | 89 | 92 | 92
#22 O=C(CS)Nc1cccc(O)c1
 : 95 | 109 | 101 | 118 | 103 | 102 | 110 | 98 | 99
#23 CCOC(=O)C=C(C)C
 : 97 | 94 | 95 | 89 | 114 | 108 | 87 | 117 | 102
#24 C[C@H](NC(=O)c1cnc2c(-c3ccc(C(F)(F)F)cc3)cccc2c1)c1ccccn1
 : 55 | 51 | 64 | 55 | 82 | 80 | 68 | 91 | 69
#25 CCN(CC)C(=O)C[N+](C)(C)CCOC(c1ccccc1)c1ccccc1
 : 100 | 106 | 100 | 110 | 103 | 103 | 110 | 103 | 102
#26 COc1c(O)c(O)cc2c3c(oc12)CC(C(C)C)CC3=O (configuration not stated)
 : 102 | 86 | 75 | 65 | 74 | 83 | 80 | 75 | 80
#27 O=S(=O)(NCCNc1nccc(-n2ccc3cccnc32)n1)c1ccc(Cl)cc1
 : 99 | 101 | 92 | 105 | 103 | 107 | 103 | 96 | 105
#28 CC1CCCCc2nc3c(c(=O)n21)CCCC3 (configuration not stated)
 : 108 | 106 | 97 | 106 | 103 | 110 | 102 | 100 | 107
#29 N#Cc1c(NC(=O)c2ccco2)[n+]([O-])c2cc(C(F)(F)F)ccc2[n+]1[O-]
 : 107 | 111 | 105 | 106 | 119 | 110 | 103 | 101 | 108
#30 Cc1nnc2n(N)c(=O)c3cnn(-c4ccccc4)c3n2c1=O
 : 95 | 100 | 91 | 99 | 113 | 93 | 99 | 101 | 103
#31 O=C(CSc1nc2ccccc2c(=O)n1-c1ccccc1)Nc1ccc(-c2nc3ccc([N+](=O)[O-])cc3[nH]2)cc1
 : 103 | 82 | 70 | 75 | 84 | 64 | 88 | 76 | 78
#32 C[C@H]1[C@H](C)CC[C@]2(C(=O)Nc3ccc4ncccc4c3)CC[C@]3(C)C(=CC[C@@H]4[C@@]5(C)CCCNC(C)(C)[C@@H]5CC[C@]43C)[C@H]12
 : -51* | -60* | -4.7* | -80* | -74* | -45* | -86* | -40* | -73*
#33 COc1ccn(C2CCCCO2)c(=O)n1 (configuration not stated)
 : 120 | 104 | 107 | 106 | 111 | 114 | 101 | 106 | 97
#34 Cc1cccc(Cl)c1NC(=O)CCC(=O)O
 : 96 | 98 | 96 | 91 | 117 | 117 | . | 115 | 97
#35 Cc1cccc2c(=O)n3c(cc12)-c1[nH]c2ccccc2c1CC3
 : 119 | 93 | 81 | 85 | 93 | 100 | 102 | 101 | 78
#36 CCCCOc1nc2ccc(C)cc2cc1/C=C/c1cc(/C=C/c2cc3cc(C)ccc3nc2OCCCC)[nH]n1
 : 98 | 103 | 102 | 104 | 112 | 106 | 112 | 97 | 100
#37 O=C(CCl)Nc1ccc2c(Nc3cc(O)ccc3Cl)ncnc2c1
 : -77* | -62* | -74* | -34* | -89* | -83* | -90* | -56* | -94*
#38 COc1cc(C2CC(c3cccc(Nc4ccnc5cc(Cl)ccc45)c3)=NN2c2ccccc2)cc(OC)c1OC (configuration not stated)
 : 31 | 91 | 55 | 70 | 69 | 91 | 79 | 63 | 81
#39 CCCCCSc1nnc(-c2c(C)nc3ccc(Cl)cn23)o1
 : 96 | 91 | 95 | 89 | 108 | 101 | 78 | 104 | 88
#40 O=C(O)C1=Nc2ccc(Cl)cc2/C1=C\c1sc(=S)[nH]c1O
 : 104 | 98 | 100 | 99 | 103 | 105 | 104 | 93 | 95
#41 O=C(Cn1cc(CN2C(=O)c3ccc([N+](=O)[O-])cc3C2=O)nn1)Nc1ccc([N+](=O)[O-])cc1
 : 111 | 97 | 94 | 105 | 103 | . | 109 | 105 | 97
#42 O=C(Nc1c(Cl)cc2c(c1Cl)Cc1cc([N+](=O)[O-])ccc1-2)C(Cl)Cl
 : 106 | 95 | 79 | 79 | 84 | 75 | 91 | 84 | 89

From no. 23 as far as 39, copied from above:
Sequence of screens – SF-295 | SNB-19 | PC-3 | OVCAR-8 | DU-145 | OVCAR-3 | U251 | SF-268 | SF-539
#23 CCOC(=O)C=C(C)C
 : 97 | 94 | 95 | 89 | 114 | 108 | 87 | 117 | 102
#24 C[C@H](NC(=O)c1cnc2c(-c3ccc(C(F)(F)F)cc3)cccc2c1)c1ccccn1
 : 55 | 51 | 64 | 55 | 82 | 80 | 68 | 91 | 69
#25 CCN(CC)C(=O)C[N+](C)(C)CCOC(c1ccccc1)c1ccccc1
 : 100 | 106 | 100 | 110 | 103 | 103 | 110 | 103 | 102
#26 COc1c(O)c(O)cc2c3c(oc12)CC(C(C)C)CC3=O (configuration not stated)
 : 102 | 86 | 75 | 65 | 74 | 83 | 80 | 75 | 80
#27 O=S(=O)(NCCNc1nccc(-n2ccc3cccnc32)n1)c1ccc(Cl)cc1
 : 99 | 101 | 92 | 105 | 103 | 107 | 103 | 96 | 105
#28 CC1CCCCc2nc3c(c(=O)n21)CCCC3 (configuration not stated)
 : 108 | 106 | 97 | 106 | 103 | 110 | 102 | 100 | 107
#29 N#Cc1c(NC(=O)c2ccco2)[n+]([O-])c2cc(C(F)(F)F)ccc2[n+]1[O-]
 : 107 | 111 | 105 | 106 | 119 | 110 | 103 | 101 | 108
#30 Cc1nnc2n(N)c(=O)c3cnn(-c4ccccc4)c3n2c1=O
 : 95 | 100 | 91 | 99 | 113 | 93 | 99 | 101 | 103
#31 O=C(CSc1nc2ccccc2c(=O)n1-c1ccccc1)Nc1ccc(-c2nc3ccc([N+](=O)[O-])cc3[nH]2)cc1
 : 103 | 82 | 70 | 75 | 84 | 64 | 88 | 76 | 78
#32 C[C@H]1[C@H](C)CC[C@]2(C(=O)Nc3ccc4ncccc4c3)CC[C@]3(C)C(=CC[C@@H]4[C@@]5(C)CCCNC(C)(C)[C@@H]5CC[C@]43C)[C@H]12
 : -51* | -60* | -4.7* | -80* | -74* | -45* | -86* | -40* | -73*
#33 COc1ccn(C2CCCCO2)c(=O)n1 (configuration not stated)
 : 120 | 104 | 107 | 106 | 111 | 114 | 101 | 106 | 97
#34 Cc1cccc(Cl)c1NC(=O)CCC(=O)O
 : 96 | 98 | 96 | 91 | 117 | 117 | . | 115 | 97
#35 Cc1cccc2c(=O)n3c(cc12)-c1[nH]c2ccccc2c1CC3
 : 119 | 93 | 81 | 85 | 93 | 100 | 102 | 101 | 78
#36 CCCCOc1nc2ccc(C)cc2cc1/C=C/c1cc(/C=C/c2cc3cc(C)ccc3nc2OCCCC)[nH]n1
 : 98 | 103 | 102 | 104 | 112 | 106 | 112 | 97 | 100
#37 O=C(CCl)Nc1ccc2c(Nc3cc(O)ccc3Cl)ncnc2c1
 : -77* | -62* | -74* | -34* | -89* | -83* | -90* | -56* | -94*
#38 COc1cc(C2CC(c3cccc(Nc4ccnc5cc(Cl)ccc45)c3)=NN2c2ccccc2)cc(OC)c1OC (configuration not stated)
 : 31 | 91 | 55 | 70 | 69 | 91 | 79 | 63 | 81
#39 CCCCCSc1nnc(-c2c(C)nc3ccc(Cl)cn23)o1
 : 96 | 91 | 95 | 89 | 108 | 101 | 78 | 104 | 88
